Coupling enz: qHTS Assay for Inhibitors of Fructose-1,6-bisphosphate Aldolase from Giardia Lamblia: Coupling assay counterscreen; activity change, negative = inhibition, % at 58.2 µM, hits read low; actives 0.67% (n = 290,000); coupling enzyme system counterscreen, AmpLite Red fluorescence; in the data active = activity change below about -30%; note: % is set by controls: 0 for no effect and ±100 for the full control effect
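Counterscreen of the coupled detection system alone, without aldolase: glyceraldehyde-3-phosphate coupling enzymes plus AmpLite Red readout. Compounds at 57.5 uM final, 10 min RT preincubation, 20 min RT reaction, fluorescence 525/598 nm.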
ELG1 genotoxic: qHTS screen for small molecules that induce genotoxicity in human embryonic kidney (HEK293T) cells expressing luciferase-tagged ELG1; Potency, µM (doses to about 46 µM), for the others: at the top dose activity change, positive = activation, actives largely listed as activators; actives 1.3% (n = 330,000); HEK293T ELG1-luciferase reporter, luminescence, 16 h; AID 504466, 2011; note: potency is the fitted concentration of half-maximal effect; % of control where 0% means no effect; nearly all actives have a fitted effect of over 60% in size
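ELG1-luciferase HEK293T cells, 2,000/well; compound pinned in; 16 hr, 37 °C, 5% CO2; ONE-Glo, 30 min RT; luminescence on CCD imager.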
uPA surface inh: qHTS for Inhibitors of Cell Surface uPA Generation. cell surface uPA generation assay, qHTS. Potency, µM (doses to about 38.3 µM), without a hit: at the top dose activity change, negative = inhibition, actives largely listed as inhibitors. actives 0.31% (n = 330,000). AID 540303, 2011; active = well fitted inhibition curve with a large enough effect; inconclusive = small, poorly fitted or top-dose-only effect; inactive = no such curve, though single readings can be large or run the other way; tested in mouse RAW 264.7 cells; note: potency is the fitted concentration of half-maximal effect; % is set by controls: 0 for no effect and ±100 for the full control effect; nearly all actives have a fitted effect of over 55% in size
RORgamma inh: qHTS for inhibitors of ROR gamma transcriptional activity; Potency, µM (doses to about 53.6 µM), without a hit: at the highest dose activity change, negative = inhibition, hits mostly inhibitors; Drosophila S2 Gal4-RORgamma UAS-luciferase reporter, 20 h; Nuclear receptor ROR-gamma (Mus musculus), P51450; actives 5.4% (n = 310,000); note: potency is the fitted concentration of half-maximal effect; % is set by controls: 0 for no effect and ±100 for the full control effect; nearly all actives have a fitted effect of over 60% in size
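Luminescence from a UAS-regulated Photinus luciferase reporter in stably transfected Drosophila Schneider cells is measured; decreased signal marks ROR gamma inhibition. Fusion expression is induced by 700 uM copper sulfate for 20 hr.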
KCNH2 3.1 block: qHTS for Inhibitors of KCHN2 3.1: Mutant qHTS | activity change, % (tested at about 1.8 µM) | U2OS KCNH2 3.1, thallium flux FluxOr; hits give low values | Potassium voltage-gated channel subfamily H member 2, brain isoform KCNH2 3.1 (human) | actives 0.95% (n = 340,000) | AID 720553, 2013;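 active = maximum activity change below -70%; inconclusive = maximum activity change from -70% to -50%; inactive = maximum activity change above -50%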;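 note: thallium influx rate constant from kinetic fluorescence after stimulation buffer; % is set by controls: 0 for no effect and ±100 for the full control effect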
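Normalized rate constant (relative to positive and negative DMSO controls) derived from a 2 min kinetic fluorescence read after stimulation; U2OS cells expressing the 3.1 isoform via virus at 1.77 x 10^8 /mL.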
VP16 counter: VP16 counterscreen qHTS for inhibitors of ROR gamma transcriptional activity | Drosophila S2 Gal4-VP16 UAS-luciferase, luminescence, 20 h | Potency, µM (doses to about 53.6 µM), without a hit: top-dose activity, negative = inhibition, hits mostly inhibitors | actives 3.5% (n = 310,000) | AID 2546, 2010;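 note: Gal4-VP16 expression switched on by copper sulfate through the metallothionein promoter; potency is the fitted concentration of half-maximal effect; % is set by controls: 0 for no effect and ±100 for the full control effect; nearly all actives have a fitted effect of over 50% in size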
Tb PFK block: qHTS Assay to Find Inhibitors of T. brucei phosphofructokinase; ATP-dependent 6-phosphofructokinase (Trypanosoma brucei brucei), O15648; T. brucei PFK, ADP-Glo luminescence; Potency, µM (highest dose often 57.5 µM), for inactives: at the top dose activity, negative = inhibition, actives largely listed as inhibitors; actives 0.17% (n = 330,000);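 note: potency is the fitted concentration of half-maximal effect; 0% = uninhibited 1x PFK enzyme wells and -100% = no-enzyme wells; nearly all actives have a fitted effect of over 60% in size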
Target sequence (O15648 whole entry, looked up): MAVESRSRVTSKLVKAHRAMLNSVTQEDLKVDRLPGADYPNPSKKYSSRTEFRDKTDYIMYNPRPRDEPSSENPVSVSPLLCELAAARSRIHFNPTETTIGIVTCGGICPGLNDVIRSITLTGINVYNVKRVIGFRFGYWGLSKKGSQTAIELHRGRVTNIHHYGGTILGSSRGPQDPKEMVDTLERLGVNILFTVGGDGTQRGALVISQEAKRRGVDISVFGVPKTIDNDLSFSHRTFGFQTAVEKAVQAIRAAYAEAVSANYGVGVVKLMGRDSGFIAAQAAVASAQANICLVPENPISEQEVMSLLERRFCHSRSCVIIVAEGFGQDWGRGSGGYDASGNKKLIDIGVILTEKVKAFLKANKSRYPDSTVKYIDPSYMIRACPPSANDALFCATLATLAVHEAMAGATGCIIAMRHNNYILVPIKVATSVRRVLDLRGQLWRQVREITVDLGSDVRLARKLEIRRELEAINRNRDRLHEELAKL
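1.25 nM PFK with 0.5 mM F6P and 0.1 mM ATP in 0.1 M TEA pH 8.0, 5 mM MgCl2, incubated 45 min at room temperature; ADP measured by ADP-Glo luminescence; compounds titrated up to 57 uM.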
Giardia killer: Small Molecules that selectively kill Giardia lamblia: qHTS; Giardia lamblia trophozoite viability; activity change, % at 7.66 µM, hits read low; actives 0.15% (n = 340,000); in the data active = activity change below about -80%; inconclusive = between about -30% and that limit;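 note: parasites exposed to compound for two days anaerobically before the ATP read; % is set by controls: 0 for no effect and ±100 for the full control effect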
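Trophozoite viability was measured as ATP-dependent luminescence, read 15-30 min after reagent addition. Before that, parasites at 100 cells/well were exposed to compounds for 48 h, anaerobically, at 37 deg C.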
Rab9 prom act: qHTS Assay for Rab9 Promoter Activators | Huh7 Rab9 promoter-luciferase reporter, luminescence, 24 h | Potency, µM (top dose mostly 9.22 µM), for the others: at the highest dose activation, negative = inhibition, most hits filed as activators | actives 2.8% (n = 320,000) | AID 485297, 2010; note: potency is the fitted concentration of half-maximal effect; % of control where 0% means no effect; nearly all actives have a fitted effect of over 60% in size
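Measured in stably transfected Huh7 cells bearing a Rab9 promoter–luciferase construct: 24 h compound treatment at 37 °C, followed by luminescence detection.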
FLuc modulator: qHTS profiling assay for firefly luciferase inhibitor/activator using purifed enzyme and Km concentrations of substrates (counterscreen for miR-21 project). actives 6.9% (n = 360,000). Luciferin 4-monooxygenase (Photinus pyralis), P08659. Potency, µM (titrated, usually from 57.5 µM), for inactives: top-dose activity change, negative = inhibition, most hits filed as inhibitors. purified FLuc, Km substrates, luminescence inhibition. AID 588342, 2011;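 note: potency is the fitted concentration of half-maximal effect; plate controls were vehicle for no effect and reference inhibitor for full effect; nearly all actives have a fitted effect of over 55% in size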
Target sequence (P08659 whole entry, looked up): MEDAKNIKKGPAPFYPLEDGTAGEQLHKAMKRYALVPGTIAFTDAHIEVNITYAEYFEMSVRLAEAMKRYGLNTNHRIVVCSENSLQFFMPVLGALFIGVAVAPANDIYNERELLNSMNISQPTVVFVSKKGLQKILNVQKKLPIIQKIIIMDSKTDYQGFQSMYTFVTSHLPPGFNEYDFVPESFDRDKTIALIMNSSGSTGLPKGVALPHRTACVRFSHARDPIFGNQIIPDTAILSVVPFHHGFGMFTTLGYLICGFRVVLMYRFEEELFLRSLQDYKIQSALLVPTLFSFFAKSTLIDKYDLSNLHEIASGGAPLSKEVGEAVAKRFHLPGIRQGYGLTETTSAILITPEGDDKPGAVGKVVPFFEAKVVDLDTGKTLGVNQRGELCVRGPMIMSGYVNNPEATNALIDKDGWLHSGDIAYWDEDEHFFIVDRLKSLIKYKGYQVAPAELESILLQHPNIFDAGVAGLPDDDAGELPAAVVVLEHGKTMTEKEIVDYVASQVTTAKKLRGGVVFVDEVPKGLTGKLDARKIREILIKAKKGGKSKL
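Biochemical qHTS of compounds, final roughly 60 µM downward over six points, against 10 nM purified firefly luciferase using Km concentrations of substrates (10 uM D-luciferin, 10 uM ATP) in Tris acetate pH 7.5 buffer; luminescence output.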
NPC1 prom act: qHTS Assay for NPC1 Promoter Activators; Huh7 NPC1 promoter luciferase reporter, 24 h; Potency, µM (series often up to 9.22 µM), without a hit: at the top dose activation, actives largely listed as activators; actives 2.4% (n = 320,000); AID 485313, 2010;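 note: potency is the fitted concentration of half-maximal effect; % of control where 0% means no effect; nearly all actives have a fitted effect of over 60% in size; reporter is driven by a mutant NPC1 promoter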
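NPC1 promoter–luciferase Huh7 cells; 24 h compound; luminescence.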
* marks the source's active call; other numbers are inactive results; u = inconclusive; x = no result given; [ ] = dose if it differs, or a comment. Unless noted, calls come from the whole dose curve; as a rule, active = well fitted curve in the direction sought with a large enough effect; inconclusive = small, poorly fitted or top-dose-only effect, or another doubt; inactive = no such curve, though single readings can be large; an effect the other way counts as inactive or inconclusive. Compounds as they come. Share with any hit: about 14%.

SMILES	Coupling enz	ELG1 genotoxic	uPA surface inh	RORgamma inh	KCNH2 3.1 block	VP16 counter	Tb PFK block	Giardia killer	Rab9 prom act	FLuc modulator	NPC1 prom act
CC12CCC(C(=O)O)(c3nc(C#N)c(C#N)nc31)C2(C)C (stereo not given)	2	x	x	-1%	x	-8%	x	4	x	-1%	x
CC1CCN(C(=O)CC(NC(N)=O)c2ccccc2Cl)CC1 (stereo not given)	0	0%	-1%	-5%	6	13%	2%	-10	8%	3%	-2%
COc1cc(C(F)(F)F)nc(-c2ccccn2)n1	0	3%	0%	-32%	-2	1%	-4%	-2	1%	-3%	-1%
Cn1c(=O)c2cc(S(=O)(=O)NCCC(=O)NCCC3=CCCCC3)ccc2n(C)c1=O	3	-1%	1%	-1%	6	-1%	5%	5	10%	2%	-2%
CN(C)C(=O)c1sccc1Oc1ccc(F)cc1[N+](=O)[O-]	-1	4%	0%	7%	24	u	-1%	-3	-2%	-1%	4%
Cc1ccc(-n2cnc3c(sc4nc(N5CCOCC5)c5c(c43)CCCC5)c2=O)cc1	2	-1%	14%	-5%	4	-11%	0%	2	-1%	-1%	-9%
CC(=O)N1CCCC(N2CCN(c3cccc(C(F)(F)F)c3)CC2)C1 (stereo not given)	-1	0%	11%	2%	-4	6%	0%	-16	1%	5%	0%
O=C(C1=NNCC1c1ccccc1)C1CO1 (stereo not given)	5	-2%	u	-8%	-7	5%	-2%	-15	-7%	7%	0%
C/C=C/C=C(/NC(=O)c1ccccc1)C(=O)Nc1ccccc1	x	7%	4%	-37%	3	-6%	-3%	-7	0%	1%	-3%
CCOC(=O)C1CCCN(C(=O)/C=C/c2cccc([N+](=O)[O-])c2)C1 (stereo not given)	1	-1%	-1%	22%	-3	-1%	0%	0	-3%	-1%	-4%
O=C(c1cc(-c2ccco2)nc2ccccc12)N1CCN(Cc2ccccc2)CC1	x	1%	u	x	7	x	-5%	-23	28%	x	4%
CCCCn1c(N)c(N(CC(C)C)C(=O)c2cc(-c3ccncc3)nc3ccccc23)c(=O)[nH]c1=O	x	3%	13%	x	-12	x	2%	-4	-1%	2%	-3%
CCOc1ccc(C(=O)SC2=NCCS2)cc1	0	-2%	-4%	-21%	2	9%	3%	15	-6%	-2%	-4%
Cc1cc(C)nc(N2C(=O)CC(Cc3ccc(Cl)cc3)C2=O)n1 (stereo not given)	2	-3%	x	5%	6	-6%	0%	6	6%	2%	-4%
COC(=O)CN(c1ccccc1F)S(=O)(=O)c1ccc(C)cc1	4	1%	0%	-10%	18	-26%	-6%	2	-1%	3%	-2%
O=C(CCSc1nc(-c2ccco2)cc(C(F)(F)F)n1)Nc1ccc2c(c1)OCO2	-2	-5%	2%	0%	-7	-4%	-2%	11	-5%	1%	0%
COC(=O)C1CCN(C(=O)COC(=O)CC(NC(C)=O)c2ccccc2)CC1 (stereo not given)	5	-1%	3%	1%	-4	22%	8%	-15	2%	0%	-3%
CCOc1ccccc1NC(=O)CNC(=O)c1nn(-c2ccc(OC)c(OC)c2)c(=O)c2ccccc12	0	-10%	3%	19%	-11	-19%	-1%	21	-2%	3%	-3%
Cc1ccc(-c2cn(-c3ccc(SC(F)F)cc3)c3[n+]2CCC3)cc1	3	-16%	-7%	3%	-9	u	5%	3	-30%[inhibitor]	-1%	-9%
Cc1ccc(CNC(=O)c2cc(C)nn2-c2ccccc2)cc1	-9	-4%	1%	6%	0	-1%	1%	5	-1%	-3%	-2%

Sorted by heavy-atom count (highest first): part of the list above
SMILES	Coupling enz	ELG1 genotoxic	uPA surface inh	RORgamma inh	KCNH2 3.1 block	VP16 counter	Tb PFK block	Giardia killer	Rab9 prom act	FLuc modulator	NPC1 prom act
Cn1c(=O)c2cc(S(=O)(=O)NCCC(=O)NCCC3=CCCCC3)ccc2n(C)c1=O	3	-1%	1%	-1%	6	-1%	5%	5	10%	2%	-2%
O=C(c1cc(-c2ccco2)nc2ccccc12)N1CCN(Cc2ccccc2)CC1	x	1%	u	x	7	x	-5%	-23	28%	x	4%
Cc1ccc(CNC(=O)c2cc(C)nn2-c2ccccc2)cc1	-9	-4%	1%	6%	0	-1%	1%	5	-1%	-3%	-2%
CC1CCN(C(=O)CC(NC(N)=O)c2ccccc2Cl)CC1 (stereo not given)	0	0%	-1%	-5%	6	13%	2%	-10	8%	3%	-2%
COc1cc(C(F)(F)F)nc(-c2ccccn2)n1	0	3%	0%	-32%	-2	1%	-4%	-2	1%	-3%	-1%

(more compounds)
SMILES	Coupling enz	ELG1 genotoxic	uPA surface inh	RORgamma inh	KCNH2 3.1 block	VP16 counter	Tb PFK block	Giardia killer	Rab9 prom act	FLuc modulator	NPC1 prom act
CC(C)CCOC(=O)C1C(c2ccccc2)C(C(=O)O)C1c1ccccc1 (stereo not given)	11	4%	-1%	16%	0	3%	-6%	0	8%	3%	0%
Cc1cccnc1NC(=O)c1cccc(S(=O)(=O)N2CCN(c3ccccc3)CC2)c1	x	u	-7%	x	-10	x	2%	10	4%	3%	8%
Cn1c(-c2ccc3c(c2)OCO3)cnc1N	-1	9%	x	u	-75*	-9%[0.365 µM]	6%	10	-5%	-7%	0%
Cc1c(NC(=O)C2CC(c3cccc(Br)c3)=NO2)c(=O)n(-c2ccccc2)n1C (stereo not given)	2	-4%	7%	30%	7	-12%	0%	-1	1%	7%	1%
CCCCN(C(=O)c1ccc(N(C)S(=O)(=O)c2ccc(C)cc2)cc1)c1c(N)n(CCCC)c(=O)[nH]c1=O	x	2%	2%	x	1	x	0%	-17	-7%	1%	-2%
Cc1ccc2nc(NC(=O)COC(=O)CSc3nc(C)cc(C)n3)sc2c1	3	9%	x	u	22	-65%	1%	-1	u	u	u
Cn1c2ccc(F)cc2c2ncn(CCCN(CCO)CCO)c(=O)c21	3	11%	x	31%	7	2%	-9%	-9	-1%	0%	1%
CCOC(=O)Cc1c(Sc2ccccc2)c2ccccc2n1C	5	2%	8%	15%	-23	u	-1%	44[activator]	2%	5%	2%
CCCNC(=O)CN1C(=O)COc2ccc(S(=O)(=O)N3CC(C)CC(C)C3)cc21 (stereo not given)	x	1%	0%	-15%	17	0%	2%	-21	3%	3%	-1%
Cc1sc2nc(COC(=O)c3ccc(N4CCCC4)c([N+](=O)[O-])c3)[nH]c(=O)c2c1C	5	8%	3%	-7%	-2	-22%	0%	-22	0%	6%	-4%
C[C@@H](NC(=O)[C@@H]1Cc2ccccc2CN1)C(=O)Nc1ccc2c(c1)OCCO2	1	u	-8%	-31%	-12	-1%	-2%	-9	27%	21µM*	30%
C/C(CCc1ccc2c(c1)OCO2)=N\NC(=O)c1ccccc1Cl	0	3%	-4%	-33%	-9	11%	-5%	15	0%	3%	-3%
Cc1ccc(CN(C)C(=O)COC(=O)CSc2ccc(C(N)=O)cc2[N+](=O)[O-])cc1	x	1%	2%	x	-8	x	11%	8	-4%	-1%	-3%
Cn1nc(OCC(N)=O)ccc1=O	-1	-3%	-3%	-5%	18	3%	2%	-18	-1%	5%	-4%
O=C(Nc1cccc(Cl)c1N1CCOCC1)c1cccnc1Cl	3	0%	-1%	1%	-4	3%	0%	7	-2%	0%	-9%
CC(NC(=S)Nc1ccc(OC(F)F)cc1OC(F)F)C(C)(C)C (stereo not given)	0	0%	10%	7.9µM*	-2	16µM*	0%	-4	1%	-5%	-1%
CCCOc1ccc(/C=C/C(=O)Nc2ccc([N+](=O)[O-])cc2)cc1	-2	-6%	4%	u	4	2%	-3%	-15	-37%[inhibitor]	-9%	-31%[inhibitor]
COC(=O)C1C(=O)CC(C)(O)C(C(=O)OC)C1/C=C/c1ccccc1 (stereo not given)	8	-3%	1%	8%	-13	-3%	3%	-23	-1%	4%	1%
COc1ccc(S(=O)(=O)NCC(=O)N(CC(=O)NCc2ccccc2)Cc2ccco2)cc1	2	-3%	6%	8%	-1	5%	2%	-14	-4%	-1%	-4%
Nc1ncnc2nc(SCc3ccc(Cl)cc3Cl)[nH]c12	5	3%	-4%	-1%	3	u	4%	6	1%	21µM*	-1%
O=C(COC(=O)CN1C(=O)C2CCCCC2C1=O)Nc1cc(F)ccc1F (stereo not given)	x	3%	-8%	x	7	x	18%	-11	0%	2%	-1%
